Lipid storage S3: qHTS Assay for Lipid Storage Modulators in Drosophila S3 Cells; Drosophila S3 cells, BODIPY lipid droplet fluorescence, 18-24 h; cells fed with added oleic acid; Potency in µM for hits, for the others lipid storage change, negative = inhibition, % at the top dose, mostly 46.1 µM; 0.64% of 320,000 active; active means well fitted inhibition curve with a large enough effect in the signal ratio, with a control signal flat, not every such curve was filed as active; inconclusive means small, poorly fitted or top-dose-only effect, or effect the other way, or a change in a side signal; the % refers to the signal ratio
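Drosophila S3 cells got compounds at several concentrations plus oleic acid (400 uM solution). Laser-scanning cytometry with 488 nm excitation read lipid droplets at 500-530 nm and cells at 575-640 nm. Percent activity was relative to 20 uM Triacsin C.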
Lipid storage S3 cell count max: also measured in Lipid storage S3; calls as there; cell number change, %; measured here: cell count max response;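 cells counted by Cell Tracker Red CMTPX staining in the red channel; peak over a dose series mostly up to 46.1 µM; percent activity relative to internal control wells on each plate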
* hit, by the source's call; i = inactive; ? = inconclusive; / = no result given; [ ] = another dose, or the depositor's remark. On the % scale 0 is the no-effect control and ±100 the full control effect; potency means the concentration at half of the fitted maximal effect.

Lipid storage S3 cell count max,Lipid storage S3,molecule
8,3%,O=C(O)C1CCCCC1C(=O)NCc1ccc(Cl)c(Cl)c1 (centres undefined)
/,?,Cn1c(N2CCCC2)nc2c1c(=O)n(Cc1ccc(Cl)cc1)c(=O)n2C
14,2%,O=C(Nc1nc2ccccc2[nH]1)c1ccc([N+](=O)[O-])cc1
/,?,COc1ccc(NC(=O)c2sc3nc(N4CCOCC4)c4c(c3c2N)CC(C(C)C)OC4)c(OC)c1 (centres undefined)
/,?,COc1cccc(NC(=O)CN(C)C(=O)CCCc2nc3ccccc3c(=O)[nH]2)c1
6,i,Cc1nn(C)c(Cl)c1CN1CCCC(C(=O)Nc2ccc(-c3cscn3)cc2)C1 (centres undefined)
-4,9%,O=C(Cn1c(C(=O)N2CCN(C3CCCC3)CC2)cc2sccc21)c1ccccc1
/,?,COc1ccc2cc(CO)n(C)c2c1
/,?,CCN(CC)c1ccc2cc(-c3nnc(-c4ccncc4)o3)c(=O)oc2c1
/,?,C[C@H](NC(=O)c1cc2cc(Cl)ccc2n1C)C(=O)N1CCC(C(=O)O)CC1
9,-17%,CN1CCN(CCC(=O)N/N=C/c2ccccc2F)CC1
/,?,Cc1ccc(NC(=O)CN(C)CC(=O)Nc2ccc(N3CCOCC3)cc2)cc1F
/,?,Cc1nn(C(C)(C)C)c(NC(=O)c2ccc(Cl)cc2)c1Br
/,-17%,CC(=O)c1ccccc1OCC(O)CNC1CCCC1 (centres undefined)
6,10%,C=CCNc1ncnc2c1cnn2-c1ccc(Cl)cc1
-13,0%,CCOC(=O)C(NC(C)=O)C(OC(C)=O)c1cccc([N+](=O)[O-])c1 (centres undefined)
2,i,CN1CCN(C(=O)/C(=C/c2cccc([N+](=O)[O-])c2)NC(=O)c2ccccc2)CC1
1,i,O=C(CCN1C(=O)/C(=C\c2ccco2)SC1=S)Nc1ccc(C(=O)O)c(O)c1
/,?,O=C(CCNC(=O)c1ccc(Br)cc1)Nc1ccccc1N1CCOCC1
/,?,Cc1cccc(N2CCN(C(=O)CCn3c(=S)[nH]c4cc5c(cc4c3=O)OCO5)CC2C)c1 (centres undefined)
/,?,CCOC(=O)c1c(C)n(-c2ccc(C)cc2)c2ccc(OCC(O)CN3CCN(C)CC3)cc12 (centres undefined)
/,?,CCOC(=O)C1=C(c2ccccc2)OC(N)=C(C#N)C1C1CCCCC1 (centres undefined)
5,2%,CCN1CCN(CC(=O)N2N=C(c3cccs3)CC2c2ccc(F)cc2)C(=O)C1=O (centres undefined)
/,?,Cc1ccc(C(=O)NC(=S)NNC(=O)COc2ccc([N+](=O)[O-])cc2)cc1
/,?,O=C(CCNC(=O)c1ccc([N+](=O)[O-])cc1)N/N=C/c1ccc(F)cc1
/,?,CCc1ccc(NCc2cc3c(C)nn(-c4ccccc4)c3[nH]c2=O)cc1
/,?,CCOc1ccc(-n2c(-c3ccccc3)c[nH]c2=S)cc1
/,?,Brc1cccc(C2Nc3cccc4cccc(c34)N2)c1
3,-12%,CC(=O)Nc1ccc(C(=O)NN2C(=O)c3ccccc3C2=O)cc1
-16,7%,CC(C)c1nnc(NC(=O)Cc2cccs2)s1
-8,16%,Cc1nn(CC(C)C)c(=S)[nH]c1=O
/,?,CCOC(=O)c1c(NC(=O)CN2C(=O)NC3(CCCCC3C)C2=O)sc(C(=O)N(C)C)c1C (centres undefined)
/,?,O=C(Nc1cccc(C(F)(F)F)c1)c1cccc(NS(=O)(=O)c2ccc(Br)c(C(=O)O)c2)c1
/,?,S=c1[nH]nc(-c2cccnc2)n1Cc1ccccc1
4,13%,Cc1cc(C)cc(OCC(=O)NC2=NCCS2)c1
/,?,CCOC(=O)C1=C(O)/C(=C/c2ccc(OCC(=O)O)c(OC)c2)SC1=Nc1ccc(OCC)cc1
/,?,O=C(Nc1ccccc1)/C(=C/c1cccc(Br)c1)NC(=O)c1ccco1
/,?,COc1ccc(CNC(=O)CSc2nc(SC)ns2)cc1
/,?,O=C(Cc1c[nH]c2ccccc12)NCC(=O)Nc1ccc(F)c(F)c1F
7,-16%,COCCn1c(-c2ccc(OC)cc2)nc2oc3cc(OC)ccc3c(=O)c2c1=O
/,?,CN(Cc1ccccc1F)C(=O)C1CCCN(C(=O)c2ccc(Cl)cc2)C1 (centres undefined)
/,?,O=C(NCC(O)COc1ccc([N+](=O)[O-])cc1)c1ccccc1 (centres undefined)
/,?,CNC(=O)c1nnn(-c2ccccc2)c1C(=O)NC
/,-7%,COc1cccc(CN(C)C(=O)c2cc(-c3cccs3)nc3ccccc23)c1
/,?,Cn1nc(-c2ccc(C(=O)N3CCN(Cc4ccccc4)CC3)cc2)c2ccccc2c1=O
/,?,CCc1ccc(NS(=O)(=O)c2ccc3[nH]cc(C(=O)N4CCc5ccccc54)c(=O)c3c2)cc1
/,3%,COC(=O)c1cc(C(=O)OCC(=O)Nc2cc(C)on2)cc([N+](=O)[O-])c1
6,7%,CCOc1ccc(NS(=O)(=O)c2ccc(Cl)c(C(=O)N(C)Cc3cccnc3)c2)cc1
16,10%,Cc1cc(C)n(NC(=S)NC2CCCC2)c(=O)c1C#N
-19,16%,Cc1cccc(Nc2nc(N)nc(CN3CCN(c4ccccc4)CC3)n2)c1
/,i,Cn1c(=O)c2c(nc(OCc3cccnc3)n2Cc2ccccc2)n(C)c1=O
/,?,Oc1ccccc1CNCCCNCc1ccccc1O
24,-27%,Cc1onc(-c2ccccc2)c1C(=O)N1CCN(S(=O)(=O)c2ccccc2C(F)(F)F)CC1
-15,-18%,COc1ccc(OC)c(NC(=O)N[C@@H](Cc2ccccc2)C(=O)O)c1
/,?,Cc1ccc(OCc2ccc(C(=O)Nc3cc(C)on3)o2)c([N+](=O)[O-])c1
/,?,CC(=O)CC(=O)Nc1nc(C)cc(C)n1
/,?,CCOC(=O)N1CCN(C(=O)c2c(Cl)cnn2C)CC1
/,?,Cc1cc(Br)ccc1NC(=O)CN(C)C(=O)C1CCN(C(=O)c2ccc(F)cc2)CC1
3,-5%,CC(C)C/C(O)=C/c1nc2cc(Cl)ccc2oc1=O
/,?,O=C(Nc1ccncc1)c1ccccc1F

Carrying on:
Lipid storage S3 cell count max,Lipid storage S3,molecule
-2,-22%,CCC(=O)Nc1ccc(/C(C)=N\NS(=O)(=O)c2ccc(C)cc2)cc1
/,?,COc1cccc(C(=O)NC(C)c2cccc3ccccc23)c1OC (centres undefined)
21,i,CCN(CC(=O)N1CCCC1)S(=O)(=O)c1ccccc1
/,?,CC1(C)CC(=O)C=C(c2ccc3ncccc3c2)C1
/,?,Cc1[nH]n(-c2ccccc2)c(=O)c1Sc1ccc(Cl)cc1
/,1%,c1ccc(-c2ccc(SCc3cccnc3)nn2)nc1
5,2%,N#C/C(=C\c1ccc(N2CCOCC2)o1)c1ccccc1
/,-2%,COc1ccc(CCNC(=O)/C=C/c2cc(OC)c(OC)c(OC)c2)cc1OC
1,-10%,CCNc1nnc(CCn2nc(C)c(Br)c2C)s1
/,?,O=C(Nc1ccc2c(c1)OCCO2)c1cccc2nc3ccccc3nc12
-11,20%,O=C(NCC(c1cccs1)N1CCOCC1)c1cc2ccccc2o1 (centres undefined)
1,8%,Cc1ccc2c(CN3CCOCC3)cc(=O)oc2c1C
/,?,COc1ccc(C(=O)CSc2n[nH]c(-c3ccncc3)n2)cc1[N+](=O)[O-]
9,1%,CCn1c(NCc2ccccn2)nc2c1c(=O)n(C)c(=O)n2C
/,-3%,Cc1ccc(NC(=O)C(=O)NCCCN2CCCC2=O)c(C)c1
-12,23%,Cc1cccc(N=C2SC(C)CN2C(=O)CN2C(=O)NC3(CCCC3)C2=O)c1 (centres undefined)
4,-15%,CCN1C(=O)c2ccccc2S(=O)c2ccc(C(=O)N3CCOCC3)cc21 (centres undefined)
-18,0%,COc1cc(OC)c2c(-c3ccccc3)cc(=O)oc2c1C(CCN1CCCC(C)C1)c1ccc(N(C)C)cc1 (centres undefined)
/,?,Nc1nc(N2C(=O)C3CC=CCC3C2=O)nn1-c1ccccc1 (centres undefined)
/,0%,COc1ccc(OC)c2sc(N(CCN(C)C)C(=O)c3cc(Cl)sc3Cl)nc12
-15,-2%,COC(=O)C/C=C/[C@@H](C)[C@@H](/C=N/OCC[C@@H]1C=C[C@H](OC(C)=O)[C@@H](COC(C)=O)O1)NS(=O)(=O)c1ccc(C)cc1
/,?,COc1ccc(NC(=O)CCS(=O)(=O)c2ccc(Br)s2)cc1
-9,-13%,NC(=O)C1CCN(Cc2nc3cc(C(F)(F)F)ccc3c(=O)[nH]2)CC1
/,?,CC(C)(C)NC(=O)c1cccc(NC(=O)c2ccco2)c1
6,21%,O=C(COC(=O)c1cnccn1)c1ccc2ccccc2c1
/,?,Cc1nc(SCC(=O)N2c3ccccc3NC(=O)CC2C)c2c(C)c(C)sc2n1 (centres undefined)
/,?,CCOc1ccc(S(=O)(=O)Nc2ccc3c(c2)OCO3)c2cccnc12
/,?,Cc1ccccc1C(=O)c1cccn1CC(=O)NCc1cccc(Cl)c1
4,8%,CN(c1ccccc1)c1nc(N)c([N+](=O)[O-])c(N2CCCCC2)n1
/,?,CC(C)CCN(C)C1CCN(C(=O)Nc2c(F)cccc2F)CC1
3,0%,COC(=O)c1ccc(C2/C(=C(/O)c3ccc(OC)cc3)C(=O)C(=O)N2c2cc(C)on2)cc1 (centres undefined)
8,1%,Cc1nc2ccc(C(=O)O)cc2nc1C
-17,-17%,CCCS(=O)(=O)N1CCN(S(=O)(=O)c2ccccc2[N+](=O)[O-])CC1
/,?,Cc1cnc(NC(=O)Cc2ccc(C)c(C)c2)s1
/,?,O=C(CCSc1ccccc1)Nc1ccc(S(=O)(=O)N2CCOCC2)cc1
/,?,N/C(=N\OC(=O)N1c2ccccc2Sc2ccccc21)c1ccc(Br)cc1
10,-5%,CN1CCN(c2cc3c(cc2F)c(=O)c(C(=O)O)cn3CCF)CC1
/,?,COc1ccc(-c2nc(CSCC(=O)NCCCN3CCCC3=O)c(C)o2)cc1
-12,i,Fc1cccc(NC(=S)Nc2cccc3ccccc23)c1
/,?,Cc1c(NS(=O)(=O)c2cc(C(=O)NCc3ccco3)cc(Cl)c2Cl)c(=O)n(-c2ccccc2)n1C
22,i,O=C(C1CCN(c2ccc(N3CCOCC3)nn2)CC1)N1CCc2ccccc2C1
/,0%,CCOc1cc(C(=O)NC)cc(Br)c1OCc1ccccc1
-6,i,CN1CCN(C(=O)Cn2ncc3c([nH]c4ccccc43)c2=O)CC1
/,?,NC(=O)COC(=O)/C=C/c1cccc(Br)c1
7,12%,CCn1nc(C)c(CN2CCC(n3nccc3NC(=O)CCCc3ccccc3)CC2)c1C
7,5%,Cc1ccc(CNC(=O)CSc2ccc(-c3ccccn3)nn2)cc1
-20,-24%,O=C(CSc1nnc(-c2ccccc2)n1-c1ccc(Cl)cc1)NNC(=S)Nc1ccccc1
/,?,CCCCC(CC)C(=O)Nc1cc(C(=O)NCc2ccc(C)cc2)ccc1N1CCC2(CC1)CC(c1ccccc1)=NO2 (centres undefined)
/,?,O=C(NCCCn1ccnc1)Nc1ccc(Cl)cc1Cl
/,?,O=C(C[n+]1ccc(/C=N/O)cc1)N1CCCCC1
13,23%[9.22 µM],CCOc1ccc(C(CC(=O)O)NC(=O)CCCOc2ccc(Cl)cc2C)cc1 (centres undefined)
/,?,Cc1cccc(N2C(=O)/C(=C\c3ccc(OC(F)F)cc3)c3ccccc3C2=O)c1
/,?,CCN(CC)CCOc1ccccc1C(C)=O
/,?,O=S(=O)(c1ccc(-c2nnc(SCc3nnc(-c4ccccc4)o3)o2)cc1)N1CCCC1
/,?,CS(=O)(=O)N(CC(=O)NCCSCc1cccc(Cl)c1)c1ccccc1F

Exported tab-delimited: 19 of the compounds above.
structure	Lipid storage S3 cell count max	Lipid storage S3
CN1CCN(c2cc3c(cc2F)c(=O)c(C(=O)O)cn3CCF)CC1	10	-5%
COc1ccc(-c2nc(CSCC(=O)NCCCN3CCCC3=O)c(C)o2)cc1	/	?
Fc1cccc(NC(=S)Nc2cccc3ccccc23)c1	-12	i
Cc1c(NS(=O)(=O)c2cc(C(=O)NCc3ccco3)cc(Cl)c2Cl)c(=O)n(-c2ccccc2)n1C	/	?
O=C(C1CCN(c2ccc(N3CCOCC3)nn2)CC1)N1CCc2ccccc2C1	22	i
CCOc1cc(C(=O)NC)cc(Br)c1OCc1ccccc1	/	0%
CN1CCN(C(=O)Cn2ncc3c([nH]c4ccccc43)c2=O)CC1	-6	i
NC(=O)COC(=O)/C=C/c1cccc(Br)c1	/	?
CCn1nc(C)c(CN2CCC(n3nccc3NC(=O)CCCc3ccccc3)CC2)c1C	7	12%
Cc1ccc(CNC(=O)CSc2ccc(-c3ccccn3)nn2)cc1	7	5%
O=C(CSc1nnc(-c2ccccc2)n1-c1ccc(Cl)cc1)NNC(=S)Nc1ccccc1	-20	-24%
CCCCC(CC)C(=O)Nc1cc(C(=O)NCc2ccc(C)cc2)ccc1N1CCC2(CC1)CC(c1ccccc1)=NO2 (centres undefined)	/	?
O=C(NCCCn1ccnc1)Nc1ccc(Cl)cc1Cl	/	?
O=C(C[n+]1ccc(/C=N/O)cc1)N1CCCCC1	/	?
CCOc1ccc(C(CC(=O)O)NC(=O)CCCOc2ccc(Cl)cc2C)cc1 (centres undefined)	13	23%[9.22 µM]
Cc1cccc(N2C(=O)/C(=C\c3ccc(OC(F)F)cc3)c3ccccc3C2=O)c1	/	?
CCN(CC)CCOc1ccccc1C(C)=O	/	?
O=S(=O)(c1ccc(-c2nnc(SCc3nnc(-c4ccccc4)o3)o2)cc1)N1CCCC1	/	?
CS(=O)(=O)N(CC(=O)NCCSCc1cccc(Cl)c1)c1ccccc1F	/	?

Assay outcomes as filed in PubChem.

The list is partial; rates above refer to the full screens.
